Compound activity: PubChem BioAssay, National Center for Advancing Translational Sciences (NCATS)
HP1b chromo inh: HTS for Inhibitors of HP1-beta Chromodomain Interactions with Methylated Histone Tails; Chromobox protein homolog 1 (Homo sapiens), P83916; Potency, µM (top dose mostly 114 µM), for inactives: at the top dose activity change, negative = inhibition, hits mostly inhibitors; actives 0.56% (n = 390,000); AlphaScreen HP1-beta / biotin-H3K9me3 peptide binding; also: potency is read from the fitted curve at half-maximal effect; nearly all actives have a fitted effect of over 70% in size; inactives centre near 23
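Compound inhibition of the preformed complex between 50 nM HP1-beta and 50 nM biotinylated H3K9me3 peptide was read by AlphaScreen. Buffer was PBS pH 7.4 with 0.01% Tween-20. Incubations ran 30 min at room temperature, with 10 ug/mL donor/acceptor beads.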
Pin1 inhibitor: qHTS Assay to Find Inhibitors of Pin1 | Potency, µM (top dose mostly 115 µM), for inactives: top-dose activity, negative = inhibition, usual class: inhibitors | Pin1 FP peptide displacement, HiFluor488, 10 min | AID 504891, 2011 | actives 0.009% (n = 390,000); active = well fitted inhibition curve with a large enough effect in the polarisation, with a control signal flat, not every such curve was filed as active; inconclusive = small, poorly fitted or top-dose-only effect, or effect the other way, or a change in a side signal; inactive = no such curve, though single readings can be large or run the other way; the % refers to the polarisation; also: potency is read from the fitted curve at half-maximal effect; % is scaled to controls: 0 for no effect and ±100 for the full control effect
GLS inhibitor: qHTS for Inhibitors of Glutaminase (GLS); Glutaminase kidney isoform, mitochondrial (Homo sapiens), O94925; GLS enzymatic activity, qHTS titration; Potency, µM (highest dose often 45.5 µM), inactives show top-dose activity change, negative = inhibition, actives largely listed as inhibitors; actives 0.21% (n = 410,000); AID 624170, 2012; also: potency is read from the fitted curve at half-maximal effect; % is scaled to controls: 0 for no effect and ±100 for the full control effect
Target sequence (O94925 whole entry, looked up, canonical isoform): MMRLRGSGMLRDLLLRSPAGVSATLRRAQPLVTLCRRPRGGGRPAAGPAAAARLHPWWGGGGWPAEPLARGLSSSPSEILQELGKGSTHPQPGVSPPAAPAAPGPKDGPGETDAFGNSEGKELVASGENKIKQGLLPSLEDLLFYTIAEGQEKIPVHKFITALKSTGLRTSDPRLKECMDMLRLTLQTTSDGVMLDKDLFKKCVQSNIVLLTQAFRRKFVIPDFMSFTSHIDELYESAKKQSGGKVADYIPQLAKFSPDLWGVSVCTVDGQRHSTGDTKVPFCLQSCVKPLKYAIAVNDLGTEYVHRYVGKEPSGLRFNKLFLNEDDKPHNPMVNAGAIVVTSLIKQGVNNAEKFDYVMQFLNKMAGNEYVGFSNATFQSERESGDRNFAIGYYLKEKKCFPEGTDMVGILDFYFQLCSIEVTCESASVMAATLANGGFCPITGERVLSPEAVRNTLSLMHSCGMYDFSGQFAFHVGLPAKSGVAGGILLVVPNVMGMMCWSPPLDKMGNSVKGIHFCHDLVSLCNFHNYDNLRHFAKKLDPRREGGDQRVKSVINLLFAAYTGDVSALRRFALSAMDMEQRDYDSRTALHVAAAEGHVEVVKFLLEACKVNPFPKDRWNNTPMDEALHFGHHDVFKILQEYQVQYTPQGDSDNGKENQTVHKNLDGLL
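Glutamate formation by hKGA was monitored fluorometrically using coupled glutamate oxidase, HRP and Amplex Red. Substrate was added as 1 mM L-glutamine solution; incubation was 30 min at RT after an initial read.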
BAZ2B inh: qHTS Assay for Inhibitors of BAZ2B; Potency, µM (series often up to 114 µM), for inactives: at the highest dose activity change, negative = inhibition, most hits filed as inhibitors; AlphaScreen BAZ2B-H3K14Ac peptide displacement; actives 4.4% (n = 360,000); Bromodomain adjacent to zinc finger domain protein 2B (Homo sapiens), Q9UIF8; also: potency is read from the fitted curve at half-maximal effect; % is scaled to controls: 0 for no effect and ±100 for the full control effect; nearly all actives have a fitted effect of over 60% in size
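AlphaScreen luminescence quantifies BAZ2B engagement of H3K14Ac peptide; the protein and biotinylated peptide are both at 50 nM final, buffer PBS pH 7.4 with 0.01% Tween-20, all steps at room temperature.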
G9a inh: qHTS Assay for Inhibitors of Histone Lysine Methyltransferase G9a; Histone-lysine N-methyltransferase EHMT2 (Homo sapiens), Q96KQ7; G9a H3K9 monomethylation, AlphaScreen, 2 h; Potency, µM (top dose mostly 102 µM), for the others: at the highest dose activity, negative = inhibition, actives largely listed as inhibitors; actives 8.8% (n = 350,000); AID 504332, 2011; also: potency is read from the fitted curve at half-maximal effect; % is scaled to controls: 0 for no effect and ±100 for the full control effect; nearly all actives have a fitted effect of over 75% in size
Target sequence (Q96KQ7 913-1193 limits assumed): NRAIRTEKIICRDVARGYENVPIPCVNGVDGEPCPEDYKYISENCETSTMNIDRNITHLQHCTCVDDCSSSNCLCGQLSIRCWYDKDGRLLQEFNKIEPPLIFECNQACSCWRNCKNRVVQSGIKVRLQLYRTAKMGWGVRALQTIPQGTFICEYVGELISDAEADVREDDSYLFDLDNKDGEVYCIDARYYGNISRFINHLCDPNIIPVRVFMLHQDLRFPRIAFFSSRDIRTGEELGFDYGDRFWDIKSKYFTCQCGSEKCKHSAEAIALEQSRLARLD
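AlphaScreen detection with an anti-monomethyl H3K9 antibody quantified product after a 2 h room-temperature reaction containing 500 nM biotinylated H3K9 peptide, 20 µM SAM and 20 nM enzyme, which had been preincubated 15 min with compound.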
PI4K2A inh: qHTS for small molecular inhibitors of PI4K2A; activity change, negative = inhibition, % at 76.9 µM; purified PI4K2A, ADP-Glo luminescence, 1 h; hits give low values; Phosphatidylinositol 4-kinase type 2-alpha (Homo sapiens), Q9BTU6; AID 1346378, 2018; actives 0.13% (n = 420,000); in the data active = activity change below about -50%; inconclusive = mostly about -30% to -49%;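 also: -100% = wells without enzyme as full effect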
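Compounds are screened against recombinant PI4K2A using PI as substrate and ATP, the latter dispensed at 300 microM. Reactions run one hour at ambient temperature before ADP-Glo detection; full inhibition defined by wells lacking enzyme.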
JMJD2A Tudor inh: qHTS Assay for Inhibitors of JMJD2A-Tudor Domain; AlphaScreen JMJD2A-Tudor / H3K4me3 peptide binding; Potency, µM (highest dose often 114 µM), inactives show top-dose activity change, negative = inhibition, most hits filed as inhibitors; actives 4.4% (n = 390,000); also: potency is read from the fitted curve at half-maximal effect; % is scaled to controls: 0 for no effect and ±100 for the full control effect; nearly all actives have a fitted effect of over 50% in size
POLH inh: qHTS for Inhibitors of Polymerase Eta; DNA polymerase eta (Homo sapiens), Q9Y253; recombinant Pol eta, fluorescent DNA replication assay; Potency, µM (series often up to 114 µM), without a hit: at the highest dose activity change, negative = inhibition, usual class: inhibitors; actives 1.2% (n = 390,000); also: potency is read from the fitted curve at half-maximal effect; % is scaled to controls: 0 for no effect and ±100 for the full control effect
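Pol eta (10 nM) was preincubated with compounds for 15 min at room temperature, after which fluorescent replication substrate (50 nM final) was added to start the reaction. Fluorescence was read kinetically at 0 and 10 min.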
PGK inhibitor: qHTS Assay to Find Inhibitors of Phosphoglycerate Kinase. PGK/GAPDH coupled, Kinase-Glo luminescence, 60 min. Potency, µM (titrated, usually from 57.5 µM), inactives show at the top dose activity change, negative = inhibition, hits mostly inhibitors. actives 0.043% (n = 380,000). AID 602233, 2012; also: potency is read from the fitted curve at half-maximal effect; % is scaled to controls: 0 for no effect and ±100 for the full control effect; nearly all actives have a fitted effect of over 60% in size
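Recombinant glycosomal PGK reaction used 1,3-bisphosphoglycerate generated in-well by GAPDH (100nM final) in 100mM TEA pH 7.6, 5mM MgCl2, 0.01% Tween-20. After 60 minutes at room temperature, ATP was read by Kinase-Glo Plus luminescence end-point.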
An asterisk follows results filed as active; i = inactive; ? = inconclusive; . = not tested or not shown; [ ] = another dose, or the depositor's remark. Unless noted, calls follow the shape of the dose curve; as a rule, active = well fitted curve in the direction sought with a large enough effect; inconclusive = small, poorly fitted or top-dose-only effect, or another doubt; inactive = no such curve, though single readings can be large; an effect the other way counts as inactive or inconclusive. A portion of the library. The share of hits here may be higher or lower than overall.

SMILES | HP1b chromo inh | Pin1 inhibitor | GLS inhibitor | BAZ2B inh | G9a inh | PI4K2A inh | JMJD2A Tudor inh | POLH inh | PGK inhibitor
CCOC(=O)c1cnc(NCc2ccccc2OC)c2ccccc12 | 68.5%[activator][57 µM] | 1.4% | -10.8% | 119.5%[activator] | 56.9%[activator][59 µM] | -2.0 | 61.4%[activator] | ? | 3.5%
Cc1cccc(NC(=S)NNC(=O)c2csc(C)c2)c1 | 9.5% | -1.1% | 20.4% | 6.0% | ? | 0.2 | -8.2% | -7.5% | -2.6%
CCOC(=O)C(Cc1ccc(NC(=O)/C(=C/c2ccc(OC(C)=O)cc2)NC(C)=O)cc1)N1C(=O)c2ccccc2C1=O (stereo not given) | -19.1% | 5.5% | -11.7% | 5.2% | -36.0%[59 µM] | 3.7 | 89.1µM* | -3.4% | i
CCN(CC)CCNC(=O)C(=O)Nc1cc2c3c(c1)CCC(=O)N3CCC2 | 28.8% | -1.0% | 2.9% | -11.6% | 3.5% | 16.9 | 4.5% | -10.5% | -8.3%
CCn1c(SCC(=O)Nc2ccccc2F)nnc1-c1ccoc1C | 13.4% | -2.5% | -12.7% | -12.3% | 2.2% | 2.2 | -11.0% | -24.3% | 5.3%
CCOC(=O)N1CCN(C(=O)/C(=C/c2ccc(Br)cc2)NC(=O)c2ccc(OC)cc2)CC1 | 4.3% | -11.0% | 10.1% | -8.9% | 1.7% | 0.0 | -24.2% | -24.3% | -6.1%
Cc1ccc(C(CCN(Cc2ccccc2)C(=O)c2ccco2)c2ccco2)cc1 (stereo not given) | -4.6% | ? | -1.8% | 31.6µM* | 50.1µM* | -6.8 | 20µM* | 17.8µM* | -7.9%
CCOC(=O)c1sc(NC(=O)CC(C)c2ccccc2)nc1C (stereo not given) | 30.5% | 5.4% | -12.1% | -16.1% | 2.4% | 0.6 | -10.4% | -1.0% | -6.7%
COc1ccc(Cl)cc1NC(=S)N1CCN(c2ccccn2)CC1 | 15.0% | ? | 20.5% | 3.6% | ? | -3.9 | -10.2% | -7.4% | -2.4%
CC1CCCN(CCCOc2ccc(Cl)cc2Br)C1 (stereo not given) | ? | -0.5% | 10.0% | -33.5% | 10µM* | -0.4 | 22.4µM* | -13.1% | -2.3%
COc1cccc(CNS(=O)(=O)c2c(C)[nH]c(C)c2C(=O)N2CCCC2)c1 | 50.7%[activator] | 0.2% | 1.7% | -17.2% | 1.5% | -4.5 | -7.4% | -0.1% | -7.9%
O=C(NCC(=O)N(Cc1ccco1)C(C(=O)NC1CCCCC1)c1cccnc1)c1ccco1 (stereo not given) | 28.6% | 2.7% | -1.7% | -19.1% | ? | 3.5 | 10.6% | -5.7% | -4.6%
COc1ccc(C(=O)N2C=Cc3ccccc3C2C#N)cc1 (stereo not given) | . | . | -6.3% | . | . | 9.9 | . | -14.7% | -5.6%
CC1(C)C2CCC1(CS(=O)(=O)N1CCC(C(N)=O)CC1)C(=O)C2 (stereo not given) | 36.1% | 6.9% | 1.5% | -15.9% | 22.1% | -2.1 | -6.2% | -18.0% | -4.3%
Cc1ccc(NC(=O)Cn2c(=O)n(Cc3ccco3)c(=N)c3c4c(sc32)COC(C)(C)C4)cc1 | -7.4% | 54.0%[activator] | 4.9% | ? | -26.6%[12.7 µM] | 4.0 | -27.6% | -17.0% | 0.2%
Cc1cc(SC(C)C(=O)Nc2c(C)n(C)n(-c3ccccc3)c2=O)nc2ccccc12 (stereo not given) | 34.8% | -1.0% | -6.0% | 0.6% | -13.0% | -9.4 | -12.6% | -1.4% | -1.5%
CCOC(=O)Nc1ccc2c(CN3CCC(C(=O)OC)CC3)cc(=O)oc2c1 | 35.1% | 13.4% | -1.4% | -2.5% | -28.7% | -4.5 | -3.0% | -11.8% | -8.8%
CCCN1CCC(=O)N([C@H](CSc2ccc(OC)cc2)CC(C)C)CC1 | 20.2% | -2.1% | 0.4% | 1.9% | -9.0%[12.7 µM] | -0.3 | -22.5% | -13.8% | 0.5%
COc1ccc(N(CC(=O)Nc2ccc(S(=O)(=O)N3CCOCC3)cc2)S(=O)(=O)c2ccccc2)cc1 | 11.7% | 13.5% | -7.8% | 3.8% | 14.1%[59 µM] | 1.6 | 6.2% | ? | -8.8%
CCOc1ccc(CNC(=O)Cn2nc(C)n3nc(-c4ccccc4)cc3c2=O)cc1 | 50.8%[activator] | -5.2% | 12.4% | -14.2% | 54.3% | -0.5 | 7.8% | -10.1% | -5.4%
O=C(Nc1nc2nc(-c3ccccc3)cc(-c3ccccc3)n2n1)c1ccco1 | 38.0% | 37.8%[activator] | 13.8% | 1.4% | 10.6%[59 µM] | 0.9 | -11.6% | ? | -8.2%
CC(=O)C(Sc1nc(N(C)C)nc(N(C)C)n1)C(=O)Nc1ccccc1 (stereo not given) | 54.9%[activator] | -3.4% | 2.1% | -23.6% | ? | -2.0 | 6.5% | -19.9% | -9.5%
Cc1ccc(S(=O)(=O)c2nc(S(C)(=O)=O)sc2N2CCOCC2)cc1 | 70.7%[activator] | -3.8% | 4.3% | 5.6% | 20.6% | 4.5 | -14.9% | 1.6% | 8.8%
Cc1ccc(C(C)C)c(OCC(=O)NC2CCN(C)CC2)c1 | 37.0% | -1.6% | -8.1% | -14.5% | 12.9% | 2.0 | -22.0% | -1.4% | 6.9%
COc1cccc(CNC(=O)c2cccc(S(=O)(=O)N3CCN(c4ccc(F)cc4)CC3)c2)c1 | 6.1% | 17.0% | -4.3% | 3.3% | 14.8%[2.33 µM] | 1.6 | -26.0% | -0.9% | -7.1%
Later entries:
SMILES | HP1b chromo inh | Pin1 inhibitor | GLS inhibitor | BAZ2B inh | G9a inh | PI4K2A inh | JMJD2A Tudor inh | POLH inh | PGK inhibitor
O=C(O)CCC(=O)c1ccc2sc3ccccc3c2c1 | 21.0% | 2.9% | 13.6% | . | . | 1.1 | -13.2% | -3.0% | 1.8%
COC(=O)c1cc(NS(=O)(=O)c2ccc(NC(C)=O)cc2)ccc1Cl | 39.3%[activator] | 0.5% | 12.7% | -2.9% | -5.1%[12.7 µM] | 2.5 | 6.2% | -17.5% | i
O=C(Nc1cccnc1)c1ccc(F)cc1 | 31.2% | -1.2% | 4.1% | -4.6% | 10.3%[59 µM] | 0.7 | -7.7% | -10.8% | -1.5%
CCN(CC(=O)NCCCN1CCOCC1)S(=O)(=O)c1ccc(Cl)cc1 | 36.4%[activator] | 11.3% | -2.5% | 0.4% | -3.4%[59 µM] | -1.6 | -1.4% | -14.8% | -0.4%
O=C(NNC(=O)c1csc(N2CCOCC2)n1)c1cccnc1 | 34.0% | -4.2% | -10.8% | -5.2% | -22.2%[2.33 µM] | 4.5 | ? | -13.0% | 4.8%
O=C1C=CC[C@H](/C=C/C[C@@H](O)C[C@H](O)CCc2ccccc2)O1 | 5.5% | -1.9% | 2.9% | . | . | 2.9 | -12.2% | -12.9% | -1.3%
O=C(/C=C/c1ccccc1Cl)N(Cc1cccs1)C1CCS(=O)(=O)C1 (stereo not given) | 23.0% | -2.9% | 0.8% | -5.7% | -9.0%[59 µM] | 4.8 | -17.4% | -22.1% | -10.5%
CSc1ccc(N2C(=O)NC3(CCCCC3)C2=O)cc1 | 12.3% | -6.4% | -1.7% | -0.3% | -17.7%[59 µM] | -6.7 | -11.6% | -8.5% | -9.7%
COc1ccc(CN(C(=O)c2oc3ccccc3c2C)C2CCS(=O)(=O)C2)cc1 (stereo not given) | 3.0% | -15.3% | 7.1% | -7.2% | -4.5%[59 µM] | 7.0 | -16.6% | -8.2% | -3.0%
CC12CCC(C(=O)Nc3cccc(Cl)c3Cl)([C@H](Br)C1=O)C2(C)C (stereo not given in full) | 38.7%[activator] | 3.8% | -2.0% | 4.0% | 4.2% | 0.2 | -12.6% | -24.2% | -10.6%
Cn1c(=O)c2c(-c3ccccc3)n3c(c2n(C)c1=O)C(c1cccc([N+](=O)[O-])c1)Nc1ccccc1-3 (stereo not given) | 13.7% | -2.2% | 0.8% | -13.2% | -2.1%[59 µM] | -3.9 | -19.5% | -2.0% | -0.9%
O=C1CCCc2[nH]c(=O)c(-c3nc(-c4cccc([N+](=O)[O-])c4)cs3)cc21 | 23.1% | 0.5% | -2.0% | 3.0% | 0.6%[59 µM] | -14.1 | -5.1% | -19.7% | 9.1%
CC1(C)C(c2cccs2)=[N+]([O-])C2(CCCCC/C2=N\NC(N)=S)N1O (stereo not given) | 28.4% | 0.6% | 29.9% | 25.6% | 8.1% | -5.9 | 0.0% | -13.0% | 2.1%
O=c1[nH]cnc(O)c1C(c1ccc(F)cc1)c1c(O)nc[nH]c1=O | 25.4% | 2.1% | 14.7% | 2.9% | ? | -5.0 | -9.6% | -1.3% | -1.8%
CCc1cc(=O)[nH]c(SCc2ccc(C)cc2)n1 | 55.2%[activator] | -2.7% | 0.8% | -1.9% | -3.9% | 7.1 | -11.2% | -10.0% | -2.2%
O=C(CSCc1ccc(Cl)cc1)N1CCCCC1 | 44.2% | -2.6% | 9.9% | 3.3% | -23.4% | 3.4 | 9.0% | -22.4% | 2.0%
